High-throughput results (PubChem BioAssay)
IDH1 R132H inh: blocks human mutant IDH1 R132H enzyme; O75874; IDH1-R132H enzyme, NADPH consumption, diaphorase/resazurin fluorescence; Potency, µM (series often up to 76.6 µM), for inactives: at the highest dose activity change, negative = inhibition, hits mostly inhibitors; 0.093% of 390,000 active; also: potency is read from the fitted curve at half-maximal effect; % is scaled to controls: 0 for no effect and ±100 for the full control effect; nearly all actives have a fitted effect of over 65% in size
Target sequence (O75874 whole entry R132H, stated change not applied): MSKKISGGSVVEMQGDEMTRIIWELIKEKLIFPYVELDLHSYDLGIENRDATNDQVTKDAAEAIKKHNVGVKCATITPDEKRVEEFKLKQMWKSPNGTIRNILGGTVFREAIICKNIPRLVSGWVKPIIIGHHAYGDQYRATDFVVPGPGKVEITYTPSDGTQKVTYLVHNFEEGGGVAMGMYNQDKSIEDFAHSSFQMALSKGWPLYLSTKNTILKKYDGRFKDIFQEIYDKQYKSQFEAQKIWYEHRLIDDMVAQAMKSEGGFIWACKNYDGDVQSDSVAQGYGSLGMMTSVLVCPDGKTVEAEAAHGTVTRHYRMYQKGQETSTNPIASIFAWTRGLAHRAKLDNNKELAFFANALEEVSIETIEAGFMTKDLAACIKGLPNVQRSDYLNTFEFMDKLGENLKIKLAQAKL
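IDH1-R132H (0.5 ug/mL) preincubated 30 min with compound, then NADPH (0.016 mM) and alpha-KG (2 mM) added; 80 min at RT, pH 7.5. Remaining NADPH coupled via diaphorase/resazurin to fluorescence (540/590 nm); concentration-response curves normalized to no-enzyme control.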
USP1-UAF1 inh: USP1/UAF1 (human) deubiquitinase inhibition. recombinant USP1/UAF1, Ub-Rhodamine cleavage fluorescence. 0.23% of 390,000 active. Potency, µM (top dose mostly 57.1 µM), without a hit: top-dose activity change, negative = inhibition, hits mostly inhibitors; also: potency is read from the fitted curve at half-maximal effect; % is scaled to controls: 0 for no effect and ±100 for the full control effect; nearly all actives have a fitted effect of over 60% in size; inactives centre near -12
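1 nM enzyme complex + cpd, 15 min RT; start with Ub-Rho 150nM final; kinetic fluorescence ex 480/em 540, 6 reads q60 s. Buffer 50mM HEPES pH 7.8, 0.5mM EDTA, 0.1 mg/ml BSA, 1mM TCEP, 0.01% Tween-20.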
LDHA block: blocks human lactate dehydrogenase A; P00338; purified LDHA, NADH/diaphorase-resazurin fluorescence; active compounds read low; activity change, % (values are at about 110 or 230 µM); 0.15% of 480,000 active; AID 1347041; in the data active = activity change below about -30%; inconclusive = mostly about -25% to -30%;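 also: plate controls were DMSO wells for no effect and wells without enzyme for full effect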
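Remaining NADH was detected by diaphorase (0.133 mg/mL) converting 37 µM resazurin to fluorescent resorufin, read at 0 and 20 minutes. The preceding 5-minute room-temperature reaction used 2 nM LDHA, 0.2 mM sodium pyruvate and 0.06 mM NADH at pH 7.4.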
RXFP1 ag: RXFP1 (human) receptor agonism; HEK293T-RXFP1 cAMP TR-FRET, 30 min; response scale: percent of porcine relaxin response, buffer zero; Q9HBX9; Potency, µM (titrated, usually from 57.5 µM), inactives show top-dose activation, most hits filed as activators; 0.3% of 370,000 active; AID 2676; also: potency is read from the fitted curve at half-maximal effect; % is scaled to controls: 0 for no effect and ±100 for the full control effect; nearly all actives have a fitted effect of over 60% in size; many of its hits are not listed in these tables
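Agonist response is measured as cAMP accumulation in an RXFP1-transfected HEK293T line under PDE4 inhibition. Values are scaled between buffer-only and 29 nM porcine relaxin, and EC50s come from standard Hill equation fits.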
Glioma ERSR ind: induces the endoplasmic reticulum stress response in human glioma cells; U87-MG GRP78 promoter luciferase reporter, 16 h; Potency, µM, inactives show at the top dose activation, actives largely listed as activators; 0.02% of 420,000 active; AID 602332; also: potency is read from the fitted curve at half-maximal effect; series mostly up to about 76 µM; % of control where 0% means no effect; nearly all actives have a fitted effect of over 35% in size
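Stably transfected U87-MG glioma cells carrying a GRP78-based luciferase sensor; 16 h compound incubation. Luminescence end-point read 10 min after Bright-Glo addition at room temperature.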
Vif-APOBEC3F blk: blocks the Vif interaction with APOBEC3F. AID 602313. Potency, µM (highest dose often 46.1 µM), inactives show at the top dose activity, negative = active. HeLa A3F-eYFP + Vif (tagged APOBEC3F with the HIV-1 protein that degrades it), YFP fluorescence increase. 0.2% of 390,000 active; also: potency is read from the fitted curve at half-maximal effect; % of control where 0% means no effect; nearly all actives have a fitted effect of over 65% in size
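HeLa cells stably expressing A3F-eYFP plus Vif, plated and incubated overnight at 37 deg C, then exposed to compounds overnight at 37 deg C. Blocked degradation read as raised yellow fluorescence (Ex 488/Em 500-530).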
PI4K2A block: inhibitors of human PI4K2A. 0.13% of 420,000 active. activity change, negative = inhibition, % at 76.9 µM. purified PI4K2A, ADP-Glo luminescence, 1 h; active compounds read low. Q9BTU6; in the data active = activity change below about -50%; inconclusive = mostly about -30% to -49%;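 also: -100% = wells without enzyme as full effect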
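In this quantitative HTS, ADP production by PI4K2A was quantified luminescently after 1 h at ambient temperature; 100 microM adenosine served as plate-quality control.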
TrxR1 substrate: substrates of rat thioredoxin reductase 1. O89049. purified TrxR1 substrate turnover, NADPH consumption readout. Potency, µM (series often up to 114 µM), for the others: at the highest dose activity change, negative = substrate turnover. 0.01% of 390,000 active; also: potency is read from the fitted curve at half-maximal effect; % is scaled to controls: 0 for no effect and ±100 for the full control effect; nearly all actives have a fitted effect of over 50% in size
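Rat TrxR1, dispensed at 90 nM, was prereduced with 400 uM NADPH (final) for 5 min at ~22 deg C, then incubated with compound 15 min before 400 uM selenite. A first-read NADPH fluorescence drop versus no-compound background flagged substrates.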
Vif-A3G inh: inhibitors of Vif-APOBEC3G interaction | Q9HC16 | HeLa A3G-eYFP + Vif (tagged APOBEC3G with the HIV-1 protein that degrades it), YFP fluorescence, overnight | Potency, µM (top dose mostly 46.1 µM), without a hit: top-dose activity, negative = active, hits mostly inhibitors | 0.076% of 410,000 active | AID 602310;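 also: potency is read from the fitted curve at half-maximal effect; % is scaled to controls: 0 for no effect and ±100 for the full control effect; nearly all actives have a fitted effect of over 60% in size; hits raise eYFP signal because A3G escapes Vif-driven loss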
Target sequence (Q9HC16 whole entry, looked up): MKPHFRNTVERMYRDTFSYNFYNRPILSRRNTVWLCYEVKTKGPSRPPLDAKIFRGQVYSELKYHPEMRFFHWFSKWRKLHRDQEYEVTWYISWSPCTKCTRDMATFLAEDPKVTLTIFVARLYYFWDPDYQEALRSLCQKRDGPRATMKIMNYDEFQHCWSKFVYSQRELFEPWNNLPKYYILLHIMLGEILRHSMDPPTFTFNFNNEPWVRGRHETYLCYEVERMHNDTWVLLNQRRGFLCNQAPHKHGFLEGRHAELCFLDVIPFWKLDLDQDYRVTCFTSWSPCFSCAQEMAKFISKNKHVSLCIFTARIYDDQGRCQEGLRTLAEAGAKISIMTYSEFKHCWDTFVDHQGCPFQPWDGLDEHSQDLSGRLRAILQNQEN
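HeLa cells stably expressing Vif and C-terminally eYFP-tagged A3G, seeded overnight at 37 deg C, then exposed to compound by pintool overnight at 37 deg C. Rise in yellow fluorescence (Ex 488/Em 500-530, Acumen) marks blocked Vif-driven A3G degradation.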
* marks the source's active call; other numbers are inactive results; ? = inconclusive; nt = not tested or not shown; & = joins results of further samples; [ ] = another dose, or the depositor's remark. Unless noted, calls follow the shape of the dose curve; as a rule, active = well fitted curve in the direction sought with a large enough effect; inconclusive = small, poorly fitted or top-dose-only effect, or another doubt; inactive = no such curve, though single readings can be large; an effect the other way counts as inactive or inconclusive.

mol,RXFP1 ag,Glioma ERSR ind,LDHA block,USP1-UAF1 inh,TrxR1 substrate,Vif-A3G inh,Vif-APOBEC3F blk,PI4K2A block,IDH1 R132H inh
COc1ccc(C(CNC(=O)c2ccc(S(=O)(=O)N3CC(C)CC(C)C3)cc2)N(C)C)cc1 (stereo not drawn),nt,-3%,-3,-8%,10%,-1%,-8%,-5,6%
Cc1cc2c(cc1S(=O)(=O)CCC(=O)N(C)Cc1ccccc1)OCC(=O)N2,0.8%&1.0%,-1%&-3%,-10&-8,7%&-22%,-4%&0%,1%&-1%,1%&-1%,5&-15,-5%&20%
CC(C)=CC(=O)N1CCC(N2CCC(C(=O)N3CCOCC3)CC2)CC1,-1.0%,0%,0,-20%,5%,-2%,2%,-2,2%
CN(CCc1ccccc1)C(=O)c1cccc(NC(=O)Cc2cccc(NC(=O)C3CCN(C(=O)C4CCC4)CC3)c2)c1,nt,0%,2,-18%,3%,2%,0%,-3,11%
Cc1cc(C)c2oc(C(=O)Nc3ccc(S(=O)(=O)N(C)c4ccccc4)cc3)cc(=O)c2c1,-0.3%,-3%,0,0%,-2%,0%,2%,-18,2%
CSCCC(NC(=O)c1ccccc1Cl)C(=O)N1CCN(C(c2ccccc2)c2ccccc2)CC1 (stereo not drawn),-0.5%,-5%,-5,-18%,-6%,1%,2%,-2,4%
CCOc1ccc(NC(=O)C2CCCN(S(=O)(=O)c3cccc4nonc34)C2)cc1 (stereo not drawn),3.0%,-9%,1,?,-1%,-2%,-4%,1,-8%
O=C(Nc1ccc2ccccc2c1)c1ccccc1Cl,nt,-5%,-1,-18%,nt,-12%,-1%,-6,4%
COc1ccc(CCNC(=O)COc2ccc(S(=O)(=O)N3CCOCC3)cc2C)cc1,0.2%,-5%,1,5%,-7%,-3%,4%,1,-10%
C/C(=N\NC(=S)NC(C)C)c1ccc(C(C)(C)C)cc1,-0.6%,?,-5,-23%,3%[57.1 µM],-14%,?,6,-11%
COc1cc(OC)c(/C=C/c2cc(/C=C/c3c(OC)cc(OC)cc3OC)[n+](C)c3ccccc23)c(OC)c1,nt,-7%,4,nt,4%,-12%,nt,nt,nt
CCOC(=O)c1nn(-c2ccccc2C)c(=O)cc1OCC(=O)Nc1cccc(OC)c1,2.1%,1%,-1,-21%,6%,-1%,3%,0,1%
CCCc1nnc(NC(=O)CCCN2C(=O)c3ccccc3C2=O)s1,1.5%,-9%,-4,-14%,5%[57.1 µM],0%,2%,-5,4%
Cc1ccc(Cn2ncn3c(cc4ccccc43)c2=O)cc1,-1.5%,3%,1,-21%,11%,-4%,-21%,0,5%
O=C(NN(CC(O)COc1ccccc1)CC(O)COc1ccccc1)c1ccccc1 (stereo not drawn),-2.6%,-6%,-2,-3%,5%[57.1 µM],-2%,5%,2,2%
Cc1cc(C)n2c(=S)[nH]nc2n1,13%,-4%,-4,-6%,-10%,0%,-7%,-3,-2%
COc1ccccc1Nc1ncnc2nc[nH]c12,2.4%,0%,-1,-5%,-4%,1%,3%,-3,3%
COc1ccc(C(=O)NCCCNC(=O)c2cc3ccccc3[nH]2)cc1OC,0.8%,-5%,-2,-13%,8%,-5%,1%,4,9%
CC(C)Cn1cnc2c(SCc3ccccc3)nc(N)nc21,nt,7%,-8,-15%,4%[57.1 µM],0%,-2%,-6,-3%
CCCC(=O)N1CCC1(C)C(=O)Nc1ccc(C)cc1 (stereo not drawn),nt,-2%,2,nt,nt,1%,nt,1,nt
O=S(=O)(c1ccc(NC(=S)NN=C2CCCCC2)cc1)N1CCOCC1,0.6%,-1%,1,-6%,-4%[57.1 µM],1%,?,-4,20%
O=C(c1cccc(F)c1)N1CCC(N2CCOCC2)CC1,-2.8%,-4%,-18,-14%,8%[57.1 µM],1%,-6%,16,3%
c1ccc(C2=NN(c3ccccc3)CC2)cc1,25%,6%,-3,-2%,134%[activator],1%,13%,-1,-3%
CCOC(=O)c1sc(NC(=O)CSc2ncn[nH]2)c(C#N)c1C,-1.5%,1%,2,-6%,-2%,-14%,-5%,0,-4%
Cc1cc(C)n(-c2nc3ccccc3c(=O)n2OCC(=O)N(C)C)n1,3.6%,-6%,-11,-5%,6%[57.1 µM],3%,-1%,7,4%
COc1cccc2[nH]c(C(=O)NC(C)c3ccccc3)cc12 (stereo not drawn),1.3%,-2%,-8,-21%,38%[activator],-2%,-8%,3,-13%
CC1CCCC(C)N1C(=O)COC(=O)CCC(=O)c1ccc(F)cc1 (stereo not drawn),nt,1%,-11,-13%,2%,-5%,7%,1,-6%
CSc1ncc(CN2CCN(C3CCCC3)C(CCO)C2)cn1 (stereo not drawn),0.8%,-4%,0,-23%,2%,-1%,-5%,-3,-9%
Cc1ccc(-n2ncc3c(=O)n(CC(=O)N4CCN(c5ccccc5)CC4)cnc32)cc1C,5.3%,-6%,-7,-12%,8%[57.1 µM],0%,-5%,8,-8%
Cc1cc(SCC(=O)N(C)C2CCCCC2)nc2ccccc12,nt,-6%,-7&-6,-27%,-1%,-3%,2%,-5,-4%
CC(=O)N[C@@H](C)C(=O)OC(C)C(=O)Nc1cccc([N+](=O)[O-])c1 (stereo partly drawn),-1.3%,1%,-2,0%,4%[57.1 µM],-5%,4%,3,0%
CCCCn1c(SCC(=O)NNC(=O)c2ccco2)nnc1-c1ccco1,-0.3%,1%,-2,-15%,-11%[57.1 µM],0%,5%,-10,5%
Cc1ccccc1NC1=C(Cl)C(=O)N(C2CCCCC2)C1=O,-1.3%,-1%,3,-5%,-17%,0%,1%,-6,3%
CC(C)c1ccc(C2=C(O)c3ccccc3C(=O)C2=O)cc1,-0.5%,-1%,3,4%,-10%,0%,-7%,7,14%
CC(=O)C1=C(O)C(=O)N(CCCN2CCOCC2)C1c1ccccc1[N+](=O)[O-] (stereo not drawn),-2.1%,-2%,15,-12%,7%[2.29 µM],-6%,2%,0,-5%
CC(=O)NC(Cc1ccccc1)C(=O)OCC(=O)c1ccc(Cl)cc1 (stereo not drawn),0.6%,-7%,-10,-17%,-7%,-4%,-4%,11,-5%
COc1ccc(CC(=O)Nc2ccc(C(=O)NC(C)(C)C)cc2)cc1,-0.5%,-5%,5&-9,-16%,6%,0%,?,-6,5%
O=C(NO)C1CC2C=CC1C2 (stereo not drawn),1.2%,-5%,2,1%,8%,-3%,2%,-3,0%
CCOc1ccc(NS(=O)(=O)c2ccc(C(=O)N3CCN(C(C)=O)CC3)cc2)cc1,0.0%,2%,8,-9%,-1%,1%,1%,7,8%
COc1ccc(CSc2nnc(C)n2N)cc1[N+](=O)[O-],4.7%,-4%,-10,-17%,5%[57.1 µM],0%,-18%,2,2%
CSc1ccc(/C=N/N2CCN(Cc3ccc(C)cc3C)CC2)cc1,-1.3%,-3%,-4,-21%,2%,-4%,-8%,1,10%
O=C1CC2(CON=C2c2ccc(F)cc2)C(=O)N1c1ccc(F)cc1 (stereo not drawn),0.0%,-3%,-4,-7%,-7%,-4%,-7%,6,12%
CN(C)c1ccc(NC(=O)CC(NCc2cccnc2)C(=O)O)cc1 (stereo not drawn),-2.5%,-1%,3,-37%,0%,-5%,4%,-3,4%
COc1cc(C(=O)NCCS(=O)(=O)N2CCN(c3ccccc3)CC2)cc(OC)c1OC,1.8%,-3%,4,-18%,3%[57.1 µM],9%,3%,4,2%
COC(=O)[C@H]1[C@H](C(=O)OC)[C@@H](C(=O)OC)N(c2ccc(OC)cc2)[C@@H]1C(=O)OC,1.8%,-3%,3,-8%,-14%,2%,4%,-3,9%
Cc1ccc2nc(SCC(=O)NCc3ccccc3)nc(=O)n2c1,15%,-3%,2,-21%,27%,1%,?,-8,-1%
CC(=O)c1sc(Nc2ccccn2)nc1C,?,0%,-1,-16%,-4%[57.1 µM],?,2%,14,2%
CCNc1cc2c(cc1O)CCC1C2CCC2(C)C(O)CCC12 (stereo not drawn),nt,6%,21,-25%,10%[11.4 µM],-25%,7%,-12,7%
COc1ccccc1N1CCN(C(=O)c2ccc(Cl)c(S(=O)(=O)N3CCOCC3)c2)CC1,-2.6%,-4%,-12,2%,0%,2%,4%,4,-3%
COC(=O)CN1C(=O)CSc2ccc(S(=O)(=O)Nc3ccc(C(C)=O)cc3)cc21,-2.2%,1%,-5,8%,-6%[57.1 µM],6%,-17%,-6,3%
CCCCn1c(N)c(N(CCOC)C(=O)c2cc(=O)[nH]c3ccccc23)c(=O)[nH]c1=O,3.1%,-6%,3,-14%,-4%,-4%,-1%,4,0%
O=C(O)c1ccc(COc2ccccc2/C=C2/NC(=O)N(c3cccc(Cl)c3)C2=O)cc1,3.6%,0%,-17,10%,23%,-7%,0%,2,0%

The list is partial, so the mix of outcomes need not match the whole.
